Source: PubChem
SRC3 TRFRET art: flags TR-FRET format artefacts in PPARgamma SRC-3 recruitment agonist screen; TR-FRET artefact counter-screen, PPARgamma/SRC-3 format; hits give high values; TR-FRET ratio at 8 µM; 99,000 tested, 0.39% active; in the data active means TR-FRET ratio above about 2000; further: inactives centre near 1600; reference of the scale not given here
SRC1 TRFRET art: counter-screen for PPARgamma SRC-1 recruitment agonists: TR-FRET artefact; TR-FRET ratio at 8 µM; TR-FRET detection artefact counter-screen, emission ratio; hits give high values; 99,000 tested, 0.34% active; in the data active means TR-FRET ratio above about 2300; further: inactives centre near 1800; reference of the scale not given here
* marks the source's active call; other numbers are inactive results. Hits appear at their usual frequency. Share with any hit: about 0.65%.

SMILES	SRC3 TRFRET art	SRC1 TRFRET art
O=C(/C=C/c1ccc([N+](=O)[O-])cc1)OCC(=O)N1c2ccccc2Sc2ccccc21	1257	1784
O=C(NC(=S)NCc1cccnc1)c1cc2ccccc2o1	1390	1650
CC(=O)N1CCN(Cc2nc3cc(NC(=O)c4ccc(F)cc4)ccc3n2C)CC1	1308	1486
Cc1cc(OCCCn2ccnc2)cc(C)c1Cl	1706	1888
COc1ccc(NC(=O)Nc2ccc(CC(=O)O)cc2)cc1	1698	1908
O=C(CN1CCSCC1)N/N=C/c1cccc(Cl)c1	1594	1791
COC(=O)c1c(NC(C)=O)sc2c1CCCCC2	1622	1672
COc1cccc(C(=O)Nc2c(F)cccc2F)c1	1597	1825
Cc1cc(C)n2nc(C(=O)N/N=C/c3ccc(O)cc3)nc2n1	1541	1824
COC(=O)c1ccc2nc(-c3cccc(N)c3)cn2c1	1534	1859
COc1ccc(C(=O)c2ccc(CC(=O)O)s2)cc1	1755	2106
CCOC(=O)CSC1=NN2CCS(=O)(=O)N=C2S1	1481	1842
CCOC(=O)c1c(C)n(-c2ccc(C)cc2)c2ccc(OCC(O)CNCC3CCCO3)cc12 (stereo unspecified)	1485	1654
O=C(O)c1ccccc1OC(=O)C12CC3CC(CC(C3)C1)C2	1610	1916
COCC(=O)NNS(=O)(=O)c1ccccc1[N+](=O)[O-]	1627	1871
CC(NC(=O)Nc1ccccc1)C(c1cccs1)N1CCN(c2ccccc2)CC1 (stereo unspecified)	1413	2010
Cc1cccnc1NC(=O)CCNS(=O)(=O)c1ccc2c(c1)c(=O)n(C)c(=O)n2C	1716	1984
COc1ccc2c(c1)C1CC(C)(NC(=O)C1S(=O)(=O)c1ccc(F)cc1)O2 (stereo unspecified)	1320	1861
Cc1ccccc1Nc1ncnc2c1cnn2-c1ccccc1	1744	2050
CCOC(=O)c1cnc2ccccc2c1Nc1cc(C(=O)O)ccc1C	1418	1489
CCSc1ccccc1C(=O)Nc1ccc2c(c1)OCO2	1890	1640
Cc1cc(CNC(=S)Nc2ccc(Br)cc2Cl)nn1C	1712	1467
COc1cc(C#N)c(NC(=S)N2CCOCC2)cc1OC	1717	2063
CCCCc1nnc(NC(=O)Cn2cnc3ccccc3c2=O)s1	1410	1599
C(=C\c1nnc2c3ccccc3ncn12)/c1ccccc1	1617	1695
COc1cc(OC)c(N(C)S(=O)(=O)c2cccc(C(=O)OCC(=O)c3c[nH]c4ccccc34)c2)cc1Cl	1672	1999
CCN(c1ccccc1)C1(O)C(=O)c2ccccc2C1=O	1419	1589
CCCc1cc(=O)oc2cc(OCc3ccc(OC)cc3)c(Cl)cc12	1542	1990
C=C(C)CNC(=O)CCc1nnc(Cc2cccc(C(F)(F)F)c2)o1	1457	1529
CC(NC(=O)C(=O)NCCC1=CCCCC1)c1ccccc1 (stereo unspecified)	1506	1766
COc1cccc(C(=O)N2CCN=C2SC)c1	1452	1535
CCSC1=C(C#N)C(c2ccccc2C)CC(=O)N1 (stereo unspecified)	1542	1762
Cc1cccc(C)c1NC(=O)C(c1cccs1)N(Cc1ccco1)C(=O)Cn1nnc2ccccc21 (stereo unspecified)	1396	1764
O=C(C1=C[C@@H](c2ccc(C(F)(F)F)cc2)C[C@@H](OCc2ccc(CO)cc2)O1)N1CCN(Cc2ccccc2)CC1	1583	1834
CCC(Sc1nccn1C)C(=O)Nc1cccc2ccccc12 (stereo unspecified)	1647	1595
CCCCn1cnc(C(=O)OCC)c1N	1587	1801
Cc1cc(Nc2ccc(C(C)C)cc2)n2ncnc2n1	1616	1734
CC(C)N1CCc2c(sc(NC(=O)c3ccc(S(=O)(=O)N4CCOCC4)cc3)c2C(N)=O)C1	1551	1885
COCCCNC(=S)NNC(=O)c1ccccn1	1498	1698
Cn1c(N)c(C(=O)COC(=O)CCC2CCCC2)c(=O)n(C)c1=O	1554	1759

Three neighbouring entries out of the list so far:
SMILES	SRC3 TRFRET art	SRC1 TRFRET art
CCSc1ccccc1C(=O)Nc1ccc2c(c1)OCO2	1890	1640
Cc1cc(CNC(=S)Nc2ccc(Br)cc2Cl)nn1C	1712	1467
COc1cc(C#N)c(NC(=S)N2CCOCC2)cc1OC	1717	2063

The list goes on:
SMILES	SRC3 TRFRET art	SRC1 TRFRET art
CN1CCN(NC(=O)c2cccc3ccccc23)CC1	1797	1648
Cc1ccc(CNCc2cccnc2)s1	1421	1798
Cc1ccc(NC(=O)NNC(=O)c2cccs2)cc1	1589	1752
COc1ccc(-c2csc(C3=C(O)CN(C(C)C)C3=N)n2)cc1OC	1720	1942
CCOc1ccc(NC(=O)c2ccc(-n3cccn3)nc2)cc1	1421	1751
CC(Oc1ccc2oc3ccccc3c2c1)C(=O)NC12CC3CC(CC(C3)C1)C2 (stereo unspecified)	1511	1526
Cc1ccc2nc(NC(=O)c3ccc(-c4nc5ccccc5s4)s3)sc2c1	1608	1982
CC(=O)c1c(C)[nH]c(C(=O)OCC(=O)Nc2cc(S(=O)(=O)N3CCCCC3)ccc2C)c1C	1628	1885
COCCNC(C(=O)Nc1ccc(C)cc1[N+](=O)[O-])c1ccccc1 (stereo unspecified)	1805	1890
O=C(Nc1ccccc1F)Nc1ccc([N+](=O)[O-])cc1Cl	1489	2102
CCN(CC)P(=O)(Nc1cccc(C(F)(F)F)c1)c1ccc(N(C)C)cc1NC(=O)c1ccco1 (stereo unspecified)	1583	1980
O=C(CCc1ccc(S(=O)(=O)NCc2ccccc2)cc1)NCC1CCCO1 (stereo unspecified)	1593	2044
CCOc1ccc(NC(=O)CN(C)CC(=O)Nc2ccc(Br)cc2F)cc1OCC	1686	1996
Cn1c(=O)n(C)c2cc(NS(=O)(=O)c3ccc(Cl)s3)ccc21	1617	1781
COc1ccc(CCn2c(C(C)C)nc3c(c(=O)c4ccccc4n3C)c2=O)cc1	1822	1877
Cc1nc2nc(SCC(=O)O)nn2c(C)c1Cc1c(F)cccc1Cl	1306	1761
O=c1c(Cc2c(F)cccc2Cl)c(O)ccn1CCc1ccccn1	1508	1695
CCCNC(=O)Nc1ccc(C(F)(F)F)cc1	1287	1838
O=C(NCCN1CCOCC1)c1ccc2c(c1)N(Cc1c(F)cccc1Cl)C(=O)c1ccccc1S2	1749	1752
COC(=O)c1ccc2c(=O)[nH]c(CSc3nnc(C(F)(F)F)n3C)nc2c1	1507	1680
COc1ccc(C(O)C(CC(=O)NCCCOC(C)C)C(=O)NCCCOC(C)C)cc1OC (stereo unspecified)	1486	1999
CC(C)(C)c1cc(CCC(=O)NNC(=O)c2ccco2)cc(C(C)(C)C)c1O	1610	1464
S=c1[nH]nc(NCCc2ccccc2)s1	1585	1974
O=C1Nc2ccc([N+](=O)[O-])cc2OC1CCN1CCCC1 (stereo unspecified)	1748	1945
c1ccc(-c2ccc(-c3[nH]ncc3CN3CCC(N4CCSCC4)CC3)cc2)cc1	1546	1670
C=CCN=C(NC#N)SCCc1ccccc1	1449	1538
O=C(O)CN(c1ccccc1[N+](=O)[O-])S(=O)(=O)c1ccccc1	1359	1807
CN1c2ccccc2C2(C)CCCC3=Cc4cccc([N+](=O)[O-])c4OC312 (stereo unspecified)	1603	1851
Cc1cn(-c2ccccc2)c(C)c1/C=N\Nc1nc(N2CCOCC2)nc(N2CCOCC2)n1	1516	1754
O=S(=O)([O-])CCC[n+]1c(SCCCS(=O)(=O)O)sc2ccc(Cl)cc21	1599	1685
Cc1nn(Cc2ccccc2)c(=O)c2nn(-c3ccc(Cl)cc3)c(C)c12	1656	1853
CC(C)(C)C(=O)CSc1nc(N)cc(=O)[nH]1	1715	1964
CCC(CC)C(=O)Nc1cc(Cl)ccc1C	1626	2020
Cc1ccccc1NC(=O)CN1C(=O)C2C3CC(C(Br)C3Br)C2C1=O (stereo unspecified)	1921	2122
COc1ccc(NC(=S)Nc2ccc(C)c(Cl)c2)cc1OC	1529	1532
O=C(Nc1ccc(F)cc1)Nc1ccccc1F	1671	1981
CCOc1cc(Cl)c(NC(=O)c2ccco2)cc1OCC	1621	1615
COc1ccc(/C(C)=N\Nc2nc(-c3ccccc3)cc(=O)[nH]2)cc1	1708	1621
COCCNC(=O)CNC(=S)N(Cc1ccccc1)Cc1cccnc1	1704	1666
O=[N+]([O-])c1ccccc1/C=N/n1c(-c2cccnc2)n[nH]c1=S	1361	1648
CCc1noc(C)c1C(=O)N1CCCC(C(=O)c2cc(F)ccc2OC)C1 (stereo unspecified)	1646	1783
Cc1nn(-c2ccccc2)c(C)c1/C=C/C(=O)OCC(=O)Nc1ncc(C(F)(F)F)cc1Cl	1644	1572
COc1ccc2c(c1)CCCC21NC(=O)N(CC(=O)NC(=O)NCc2ccccc2)C1=O (stereo unspecified)	1791	1803
Cc1nc2ccccc2c2oc(C(=O)N3CCN(C4CCCCC4)CC3)cc12	1830	1796
Cc1ccc(OCC(O)CN2CCN(c3ccccn3)CC2)c(C)c1 (stereo unspecified)	1417	1876
CSc1ccccc1NC(=O)CN(C)Cc1cccc(Cl)c1	1656	1953
CCCN(CCC)C(=O)c1ccc2c(=O)n(Cc3ccco3)c(=S)[nH]c2c1	1677	1950
Nc1nccc(-c2ccc(-n3cccc3)cc2)n1	1724	1894
Cc1cc(C)n(CC2CC(=O)N(c3ccc(C)c(Cl)c3)C2=O)n1 (stereo unspecified)	1429	1956
CSc1ccccc1NC(=O)CSc1n[nH]c(N)n1	1707	1702
CCOC(=O)C1C(=O)NC(SC)=C(C#N)C1c1ccccc1F (stereo unspecified)	1639	1865
COCCn1c(-c2ccc(Cl)cc2Cl)nc2c(c(=O)c3ccccc3n2C)c1=O	1423	1802
Cc1ccsc1/C=N\NC(=O)c1cc(C(C)(C)C)[nH]n1	1435	2054
CC(=O)C1=C(O)C(=O)N(Cc2ccccc2)C1c1cccs1 (stereo unspecified)	1681	2063
CC(C)NC(=O)NC(=O)COC(=O)c1ccc(S(=O)(=O)Nc2ccccc2)cc1	1736	1907
Cc1ccc(C(=O)N2CCSC2=S)cc1	1650	1826
COc1ccc(C(=O)NNC(=O)CSc2nc3c(c(=O)n(C)c(=O)n3C)n2C)cc1	1526	1811
CNC(=O)CO/N=C/c1ccc(N(C)C)cc1	1718	1766
O=C(N/N=C/c1ccc[nH]1)c1ccncc1	1395	1725
COc1ccc(Cl)cc1NC(=O)Cn1c(NCCO)nc2ccccc21	1381	1707

Profiles from above.
`COc1ccc(Cl)cc1NC(=O)Cn1c(NCCO)nc2ccccc21` is listed as SRC3 TRFRET art: 1381; SRC1 TRFRET art: 1707
`CCCN(CCC)C(=O)c1ccc2c(=O)n(Cc3ccco3)c(=S)[nH]c2c1` is listed as SRC3 TRFRET art: 1677; SRC1 TRFRET art: 1950

The main list resumes, repeating the 6 entries before the break.
SMILES	SRC3 TRFRET art	SRC1 TRFRET art
CC(C)NC(=O)NC(=O)COC(=O)c1ccc(S(=O)(=O)Nc2ccccc2)cc1	1736	1907
Cc1ccc(C(=O)N2CCSC2=S)cc1	1650	1826
COc1ccc(C(=O)NNC(=O)CSc2nc3c(c(=O)n(C)c(=O)n3C)n2C)cc1	1526	1811
CNC(=O)CO/N=C/c1ccc(N(C)C)cc1	1718	1766
O=C(N/N=C/c1ccc[nH]1)c1ccncc1	1395	1725
COc1ccc(Cl)cc1NC(=O)Cn1c(NCCO)nc2ccccc21	1381	1707
O=C(N/N=C/c1cccs1)c1c[nH]c2ccccc12	1616	1929
Oc1cc2c(cc1O)[C@@H](c1ccccc1)CNCC2	1591	1654
O=C(NNC(=S)Nc1ccc(Cl)c(Cl)c1)c1ccccn1	1584	1738
O=C(NS(=O)(=O)Oc1cccc(Cl)c1Cl)OC[C@@H]1CCCN2CCCCC12 (stereo partly specified)	1567	1844
COc1ccc(N2CCN(c3nc4c(c(=O)[nH]c(=O)n4C)n3Cc3cccc(C)c3)CC2)cc1	1659	1982
COc1ccc(CCNC(=O)CCS(=O)(=O)c2cccc3nsnc23)cc1OC	1626	1894
Cc1ccc(S(=O)(=O)N2CCCCCC2)cc1[N+](=O)[O-]	1457	1689
Nc1ccn([C@@H]2O[C@H](CO)[C@@H](O)C2O)c(=O)n1 (stereo partly specified)	1449	1720
O=C(Nc1ccc(N2CCCC2)c(Cl)c1)c1ccc([N+](=O)[O-])cc1	1238	1778
CCc1ccc(NC(=O)CSCCN2C(=O)c3ccccc3C2=O)cc1	1474	1531
CC(C)Cn1c(N)c(C(=O)COC(=O)CN2C(=O)C3CC=CCC3C2=O)c(=O)n(C)c1=O (stereo unspecified)	1730	1788
O=C(NCc1ccccc1)c1ccc(/C=N/O)nc1	1659	1946
COc1ccc(CN2CCN(C(=O)C3CCC(CNS(=O)(=O)c4ccccc4)CC3)CC2)c(OC)c1OC (stereo unspecified)	1572	1717
O=C(c1cccc(F)c1)N1CCN(c2ccc([N+](=O)[O-])c(N3CCOCC3)c2)CC1	1645	1774
COc1ccc(Cc2nc(-c3cccnc3)no2)cc1OC	1580	1687
O=C(NC1=NCCS1)c1cccc(S(=O)(=O)N2CCc3ccccc32)c1	1476	1856
COc1cccc(C2SCC(=O)N2c2ccc(Cl)cc2)c1OC (stereo unspecified)	1531	1891
Cc1ccc(-n2nccc2-c2nn(-c3cccc(C(F)(F)F)c3)c(=O)n(C)c2=O)cc1	1653	1834
O=C(Nc1nc2ccccc2[nH]1)c1ccc(Br)o1	1774	1848
CCOc1ccc(OCC(=O)Nc2ccc(S(N)(=O)=O)cc2)cc1	1637	1865
O=S(=O)(c1ccc(F)cc1)N1CCN(c2ccc(-c3ccccc3)nn2)CC1	1538	1828
CCCCOC(=O)N/N=C/C=C/c1ccccc1	1739	2344*

Copied from the list:
SRC1 TRFRET art, CCOc1ccc(OCC(=O)Nc2ccc(S(N)(=O)=O)cc2)cc1 is entered as 1865
SRC1 TRFRET art, COc1cccc(C2SCC(=O)N2c2ccc(Cl)cc2)c1OC (stereo unspecified) is entered as 1891
SRC3 TRFRET art, O=C(NNC(=S)Nc1ccc(Cl)c(Cl)c1)c1ccccn1 is entered as 1584
SRC3 TRFRET art, COc1ccc(Cc2nc(-c3cccnc3)no2)cc1OC is entered as 1580
